ERG Ets-DNA blk – ERG Ets/DNA interaction inhibition | P11308 | fluorescence polarization, His-ERG Ets domain / labelled DNA | Potency, µM (doses to about 76.9 µM), inactives show at the highest dose FP activity, negative = inhibition, hits mostly inhibitors | 370,000 compounds, 0.028% hits; active = well fitted inhibition curve with a large enough effect in the polarisation, with a control signal flat; inconclusive = small, poorly fitted or top-dose-only effect, or effect the other way, or a change in a side signal; inactive = no such curve, though single readings can be large or run the other way; the % refers to the polarisation;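 also: polarization taken with two DNA probes labelled with fluorescein and Texas red; potency is read from the fitted curve at half-maximal effect; % of control where 0% means no effect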
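His-tagged ERG Ets domain (1 uM in the protein solution; 300mM KCl, 50mM Tris-HCl, 1mM EDTA, 1mM DTT, pH 7.5) received compound, then a probe mix of 5 nM fluorescein-DNA and 100nM Texas-615-DNA. Fluorescence polarization was read for both dyes.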
POLK inh – inhibitors of human DNA polymerase kappa. Q9UBT6. purified Pol kappa, fluorescent DNA synthesis assay, 10 min. Potency, µM (highest dose often 107 µM), for inactives: at the highest dose activity, negative = inhibition, actives largely listed as inhibitors. 400,000 compounds, 0.53% hits. AID 588579; also: potency is read from the fitted curve at half-maximal effect; % is scaled to controls: 0 for no effect and ±100 for the full control effect
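Pol kappa 10 nM + cpd, 15 min RT; start w/ substrate 50 nM final; fluorescence kinetic read, 0 and 10 min. Neg ctrl: buffer, no enzyme.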
APE1 inh – blocks human APE1 abasic DNA cleavage. P27695. recombinant APE1, TAMRA/BHQ-2 abasic DNA cleavage fluorescence. Potency, µM (titrated, usually from 65.8 µM), without a hit: top-dose activity change, negative = inhibition, usual class: inhibitors. 350,000 compounds, 0.35% hits. AID 2517;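 also: potency is read from the fitted curve at half-maximal effect; plate controls were vehicle for no effect and reference inhibitor for full effect; nearly all actives have a fitted effect of over 55% in size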
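0.75 nM APE1 + cpd, 15 min RT; start w/ 50 nM TAMRA/BHQ-2 THF-abasic dsDNA; kinetic fluor 525/598 nm ×3 reads @60 s; Δ(read3−read1); normalized to DMSO and NSC13755 control wells.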
RGS4 inhibitor – inhibitors of human regulator of G protein signaling 4; Potency, µM (titrated, usually from 114 µM), for inactives: top-dose activity change, negative = inhibition, usual class: inhibitors; 390,000 compounds, 0.039% hits; Transcreener GDP fluorescence polarization, RGS4-accelerated GTP hydrolysis; P49798; also: potency is read from the fitted curve at half-maximal effect; % is scaled to controls: 0 for no effect and ±100 for the full control effect; nearly all actives have a fitted effect of over 75% in size; some results filed as inactive show a strong effect at the top dose
Target sequence (P49798 whole entry, looked up): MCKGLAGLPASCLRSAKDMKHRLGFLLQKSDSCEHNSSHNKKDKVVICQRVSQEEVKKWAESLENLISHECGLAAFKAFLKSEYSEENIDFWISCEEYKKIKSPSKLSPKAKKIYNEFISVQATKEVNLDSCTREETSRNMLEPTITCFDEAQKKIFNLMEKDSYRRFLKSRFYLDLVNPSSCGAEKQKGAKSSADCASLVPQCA
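MLSMR compounds (23 nl, pin-transferred) preincubated 10 min at room temperature with a 500nM (2x) first reagent, then RGS4 at 900nM (2x) plus Transcreener GDP mix added; fluorescence polarization (620/688 nm) read before and after 90 min at 30 °C.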
Anesthetic bind – binds horse apoferritin like a general anesthetic; P02791; apoferritin/1-aminoanthracene competitive binding, fluorescence; Potency, µM (doses to about 77.5 µM), without a hit: top-dose activity change, negative = displacement, most hits filed as inhibitors; 350,000 compounds, 0.074% hits; AID 485281; also: potency is read from the fitted curve at half-maximal effect; % is scaled to controls: 0 for no effect and ±100 for the full control effect; nearly all actives have a fitted effect of over 20% in size
Target sequence (P02791 2-175 limits assumed): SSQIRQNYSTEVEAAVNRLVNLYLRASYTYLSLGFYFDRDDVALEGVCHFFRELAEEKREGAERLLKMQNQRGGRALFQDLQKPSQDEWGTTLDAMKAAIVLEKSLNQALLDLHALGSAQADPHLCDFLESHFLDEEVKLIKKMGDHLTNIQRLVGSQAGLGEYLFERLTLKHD
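Probe: 1-aminoanthracene (50% saturated, PBS). Protein: horse-spleen apoferritin, 10 uM. Incubation: 10 min, room temperature. Detection: 380 nm excitation, 535 nm emission. Analysis: normalized response, four-parameter Hill.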
LDHA inh – LDHA (human) enzyme inhibition; P00338; purified LDHA, NADH/diaphorase-resazurin fluorescence; active compounds read low; activity change, % (values are at about 110 or 230 µM); 480,000 compounds, 0.15% hits; in the data active = activity change below about -30%; inconclusive = mostly about -25% to -30%;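 also: plate controls were DMSO wells for no effect and wells without enzyme for full effect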
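Human LDH5 (2 nM) was incubated with 0.06 mM NADH and 0.2 mM pyruvate for 5 min at room temperature in Tris pH 7.4. Remaining NADH was coupled through diaphorase/resazurin, and resorufin fluorescence was read at 0 and 20 min.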
12-LOX inh – blocks human arachidonate 12S-lipoxygenase; purified 12hLO, xylenol orange hydroperoxide absorbance; 580,000 compounds, 1.1% hits; P18054; AID 1671190; Potency, µM (titrated, usually from 108 µM), without a hit: top-dose activity change, negative = inhibition, actives largely listed as inhibitors; also: potency is read from the fitted curve at half-maximal effect; % is scaled to controls: 0 for no effect and ±100 for the full control effect
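Purified human 12hLO at 150 nM in 25 mM Hepes, 0.01% Triton X-100, pH 7.0, preincubated 15 min at room temperature with compound. Reaction started with 40 uM arachidonic acid, 30 min at room temperature. Hydroperoxide measured by Fe-xylenol orange, 573/405 nm absorbance ratio.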
POLB inh – DNA polymerase beta (human) inhibition. P06746. Pol beta primer extension/strand displacement, fluorescence kinetic. Potency, µM (highest dose often 114 µM), for the others: at the highest dose activity change, negative = inhibition, usual class: inhibitors. 340,000 compounds, 1.3% hits; also: potency is read from the fitted curve at half-maximal effect; % is scaled to controls: 0 for no effect and ±100 for the full control effect
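Values derive from four-parameter Hill fits of normalized kinetic data: reads at 0 and 10 min following addition of 50 nM substrate to 10 nM Pol beta preincubated 15 min with compound.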
Pol eta inh – DNA polymerase eta (human) inhibition. 390,000 compounds, 1.2% hits. Potency, µM (doses to about 114 µM), for inactives: at the top dose activity change, negative = inhibition, hits mostly inhibitors. recombinant Pol eta, fluorescent DNA replication assay; also: potency is read from the fitted curve at half-maximal effect; % is scaled to controls: 0 for no effect and ±100 for the full control effect
Target sequence (Q9Y253 whole entry, looked up): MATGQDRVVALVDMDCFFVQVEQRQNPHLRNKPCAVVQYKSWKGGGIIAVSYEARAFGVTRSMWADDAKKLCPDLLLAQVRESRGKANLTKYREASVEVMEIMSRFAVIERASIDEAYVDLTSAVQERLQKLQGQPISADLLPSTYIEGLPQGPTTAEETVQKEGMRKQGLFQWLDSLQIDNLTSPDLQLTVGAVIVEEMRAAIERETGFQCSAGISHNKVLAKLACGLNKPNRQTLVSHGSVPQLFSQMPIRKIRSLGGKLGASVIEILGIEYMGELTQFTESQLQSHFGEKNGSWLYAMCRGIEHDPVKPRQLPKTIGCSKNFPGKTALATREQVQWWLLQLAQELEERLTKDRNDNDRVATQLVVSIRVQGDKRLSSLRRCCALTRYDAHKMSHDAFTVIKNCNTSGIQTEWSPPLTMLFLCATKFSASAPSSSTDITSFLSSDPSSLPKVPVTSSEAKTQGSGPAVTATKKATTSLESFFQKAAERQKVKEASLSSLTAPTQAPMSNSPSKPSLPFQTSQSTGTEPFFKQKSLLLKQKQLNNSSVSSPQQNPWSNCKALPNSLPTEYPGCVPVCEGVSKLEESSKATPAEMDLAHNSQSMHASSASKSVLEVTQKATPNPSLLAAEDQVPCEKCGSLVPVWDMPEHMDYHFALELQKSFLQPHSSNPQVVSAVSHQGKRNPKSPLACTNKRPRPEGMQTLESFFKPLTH
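Pol eta (10 nM) was preincubated with compounds for 15 min at room temperature, after which fluorescent replication substrate (50 nM final) was added to start the reaction. Fluorescence was read kinetically at 0 and 10 min.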
Active calls of the source: *; i = inactive; ? = inconclusive; . = no result given; & = joins results of further samples; [ ] = dose if it differs, or a comment. Unless noted, calls follow the shape of the dose curve; as a rule, active = well fitted curve in the direction sought with a large enough effect; inconclusive = small, poorly fitted or top-dose-only effect, or another doubt; inactive = no such curve, though single readings can be large; an effect the other way counts as inactive or inconclusive. An excerpt, so the mix of outcomes need not match the whole.

SMILES	ERG Ets-DNA blk	POLK inh	APE1 inh	RGS4 inhibitor	Anesthetic bind	LDHA inh	12-LOX inh	POLB inh	Pol eta inh
COc1ccccc1-c1cc(C(=O)Nc2cccnc2)no1	-3%	-12%	5%	20%	-19%	0	-4%	-1%	3%
c1ccc(CSC2=NNC(c3ccccn3)S2)cc1 (stereo not given)	-4%	4%	-7%	-38%	-15%	3	-73%	2%	-16%
CCOc1cccc(CNCCSc2nnnn2C)c1	4%	-4%	-2%	-17%	2%	-9	-2%	27%	-16%
CNC(=O)c1ccc(-n2nc(C)cc2-c2ccccc2)cc1	-9%	-12%	3%	7%[11.4 µM]	-9%	-4	0%	3%	-4%
Cc1ccccc1-c1cc2nc(C)c(C)c(=O)n2[nH]1	5%	1%	-6%	-4%	-5%	-8	0%	4%	-8%
O=C(COC(=O)c1ccc(N2CCCC2=O)cc1)Nc1ccccc1	-2%	-40%	21%	-8%	.	0	0%	.	-5%
Cc1oc(C(C)(C)C)cc1C(=O)N1CCN(C(c2ccccc2)c2ccccc2)CC1	5%	-3%	1%	-2%	4%	0	144%[activator]	-16%	-15%
O=S(=O)(Cc1ccc(Cl)cc1)N1CCCCCC1	-2%	3%	12%	11%	-12%	-4	397%[activator]	1%	-7%
COc1cccc(-c2nc(CS(=O)(=O)CC(=O)NC3CC3)c(C)o2)c1	-9%	-4%	8%	5%	-2%	-13	19%	1%	-18%
COc1ccc2nc(SCC(C)=O)c(C#N)cc2c1	2%	-11%	3%	16%	6%	-4	?	-28%	1%
COCCN(C(=O)Cc1cccs1)c1nnc(-c2cccnc2)s1	-4%	-9%	-2%	6%	-13%	-1	-14%	-3%	14%
CC(=O)N1CCc2cc(CNS(=O)(=O)c3ccc(F)cc3)ccc21	9%	7%[60.1 µM]	.	-7%	4%	-1	-16%	?	-6%
CCOC(=O)CSc1cc(C(F)(F)F)nc(-c2ccccn2)n1	2%	-10%	5%	3%	-15%	-4	0%	42%	-9%
Cc1ccc(S(=O)(=O)c2cn(Cc3ccccc3Cl)c3ccc(F)cc3c2=O)cc1	4%	0%	.	7%	?	-1	-17%	18%	-15%
Cc1cccc(-n2ncc3c2CCCC3NC(=O)C2(C(N)=O)CC2)c1C (stereo not given)	-12%	-9%	4%	30%	-10%	-6	216%[activator]	0%	-5%
COc1cc(CCC(=O)OCC(=O)Nc2cccc(S(=O)(=O)N(C)C)c2)cc(OC)c1OC	0%	-13%	2%	19%	-7%	-7	-5%	13%	-15%
C/C(Cc1ccccc1)=N\NC(=O)CNC(=O)Cc1ccccc1	-3%	-7%	9%	-15%	-20%	1	0%	11%	-2%
CC1CCCCN1C(=O)COC(=O)c1ccc2c(c1)C(=O)N(Cc1ccco1)C2=O (stereo not given)	6%	-28%	19%	-44%	.	0	279%[activator]	.	-15%
CC(=O)Nc1ccc(C(=O)OCC(=O)N2CCCC2)cc1	-13%	2%	-2%	-15%	11%	-5	-6%	53%	-20%
COC(=O)c1sccc1NC(=O)CSCCc1ccccn1	11%	-1%	-1%	2%	-16%	1	19%	0%	-9%
COc1ccc(C2CC(c3ccccc3)=NN2C(=O)COC(=O)c2nc3nc(C)cc(C)n3n2)cc1 (stereo not given)	-2%	9%	-4%	-21%	?	-7	?	3%	-13%
CCc1nc2ccc(C(=O)NCc3ccc(C)o3)cc2nc1CC	-2%	-4%	17%	-7%	-11%	2	-1%	41%	-12%
Cc1ccc(NNC(=O)c2cc(C(C)(C)C)nn2Cc2ccccc2)cc1	-4%	-14%	3%	-9%	-18%	-2	?	2%	-9%
O=C(O)CCCC(=O)N1CCN(c2cccc(Cl)c2)CC1	-3%	-8%	0%	?	-3%	-6	i	3%	-8%
Cn1c(SCC(=O)NC2CCCCC2)nnc1-c1ccccc1O	-3%	-3%	17%	-4%	-5%	-1	?	29%	-17%
CCOC(=O)COc1ccc(S(=O)(=O)NC2CC2)cc1	-8%	-2%	-1%	-27%	-5%	0	-2%	?	-18%
COc1ccc(NC(=O)/C=C/c2ccc(C)o2)cc1S(=O)(=O)N1CCOCC1	2%	-4%	-1%	-31%	-3%	9	0%	-28%	?
S=c1[nH]c2ccccc2n1CCc1ccncc1	10%	-13%	.	-12%	.	-2	?	.	-9%
COc1ccc2cc(/C=N/NC(=O)c3c(Cl)cnn3C)c(Cl)nc2c1	-2%	-10%	4%	-11%	1%	-3	10%	21%	1%
COc1cccc(CNC(=O)COC(=O)CNC(=O)c2ccc(-c3ccccc3)cc2)c1	-5%	-2%	-2%	-17%	.	0	-3%	.	-11%
C=CCOc1ccc(/C=N/O)cc1Cl	-7%	-10%	7%	-22%	-14%	-10	-7%	0%	-4%
N/C(COc1ccc(Cl)cc1)=N\NS(=O)(=O)c1ccccc1	4%	-3%	-5%	-19%	-15%	-4	-2%	0%	7%
NC(=S)NN=C1c2cc(Cl)ccc2-c2c1cc(Cl)cc2[N+](=O)[O-]	8%	1%	.	-33%	.	0	.	.	2%
O=C(NCC1COc2ccccc2O1)c1c[nH]c2ccc(S(=O)(=O)N3CCOCC3)cc2c1=O (stereo not given)	-7%	-4%	4%	-12%	-17%	1	118%[activator]	3%	?
CCCN(CCC)C(=O)Cn1c(=O)n(-c2ccc(C)cc2)c(=O)c2ccc(C(=O)NCc3ccccc3Cl)cc21	-9%	-4%	.	5%	?	4	-15%	?	-7%
CCN(CC)CCNC1=NCCn2c1cc1cc(OC)ccc12	-2%	-19%	6%	-28%[56.9 µM]	42%[activator]	6	9%	-2%	1%
OCCNc1nc(Nc2ccccc2)nc(Nc2ccccc2)n1	4%	-1%	-2%	5%	-13%	0	?	14%	?
Cc1ccnc(SCc2cn3c(C)cccc3n2)n1	-20%	-5%	2%	-14%	-6%	-7	-12%	8%	-5%
COc1ccc(-c2csc3ncn(-c4ccc(C)cc4)c(=O)c23)cc1OC	13%	-6%	1%	13%	-21%	-3	-5%	1%	-21%
COc1ccc2c(c1)CCC(C)N2S(=O)(=O)c1ccc(C2CNC(=O)C2)cc1 (stereo not given)	.	-8%	-5%	25%	-10%	-6	-13%	8%	-12%
O=C(Cn1nnc(-c2ccccc2)n1)N/N=C/c1ccc(-c2ccc(Cl)cc2)o1	7%	-6%	2%	-15%	5%	-5	1%	0%	-15%
CN(C)CCNC(=O)c1c(O)c2c([nH]c1=O)CCCC2	0%	-7%	-3%	4%	-3%	9	-6%	2%	-1%
CCOc1ccc(NC(=O)CCNS(=O)(=O)c2cccs2)cc1	-3%	-2%&-9%	0%	-7%&-13%	-4%&-9%	-5&-4	0%&22%	14%&-3%	-16%&4%
CC1NC(=O)NC1CCCCCC(=O)Nc1ccc(F)cc1 (stereo not given)	6%	6%	-3%	-22%	-3%	3	2%	-2%	-18%
COCCOc1nc2c(c(=O)n(C)c(=O)n2C)n1CCc1ccccc1	-5%	0%	-10%	-18%	-14%	7	-19%	9%	9%
Nc1nc(NCc2ccccc2)nc(Nc2ccc(F)cc2)c1[N+](=O)[O-]	-9%	-3%	13%	16%	-6%	-16	0%	38%	-5%
COc1cc(C2NC(=O)NC(C)=C2C(=O)OC2CCC(C)CC2)ccc1O (stereo not given)	5%	-4%	1%	9%	-13%	-7	-10%	18%	?
Cc1ccc(NC(=O)CN2CC(C)SC2=NC2CCCCC2)cc1 (stereo not given)	2%&2%	-12%&-6%	-1%	-3%&10%	-2%	-8&-14	?	-1%	-2%&-6%
COC(=O)CCC(=O)OC1(C)C(=O)C2=CN(c3ccc(OC)cc3)C(c3ccc(OC)cc3)=CC2=C(Br)C1=O (stereo not given)	17%	-7%	12%[12.4 µM]	?	.	40	.	.	4%
Cc1ccnn1CC(=O)N/N=C/c1cn[nH]c1-c1ccccc1	1%	-10%	0%	-2%	-11%	3	4%	15%	-17%
Cc1ccc(-c2ccc(/C=N/N3C(=O)C4C5C=CC(C6CC56)C4C3=O)o2)c([N+](=O)[O-])c1 (stereo not given)	-1%	-10%	-2%	-6%[11.4 µM]	?	6	0%	-1%	?
CCCC[C@H]1CCCO[C@@](C(=O)NCc2ccccc2)(C(F)(F)F)C1	.	3%	-11%	1%	-9%	.	.	.	.
CCCn1c(SCC(=O)N2CCCC2=O)nc2ccccc2c1=O	1%	-6%	8%	-8%	.	-3	-17%	.	-3%
Cc1ccc(C(CNS(=O)(=O)c2ccccc2)N2CCN(C)CC2)cc1 (stereo not given)	7%	1%	25%	-46%	.	4	?	.	-12%
Cc1ccc(S(=O)(=O)ON2C(=O)c3cccc4cccc(c34)C2=O)cc1	27%	8%	-1%	-41%	-12%	0	-4%	-11%	-10%

Complete entries as entered above.
Cc1ccc(NC(=O)CN2CC(C)SC2=NC2CCCCC2)cc1 (stereo not given) is listed as ERG Ets-DNA blk = 2%&2%; POLK inh = -12%&-6%; APE1 inh = -1%; RGS4 inhibitor = -3%&10%; Anesthetic bind = -2%; LDHA inh = -8&-14; 12-LOX inh = ?; POLB inh = -1%; Pol eta inh = -2%&-6%
Cc1ccc(S(=O)(=O)ON2C(=O)c3cccc4cccc(c34)C2=O)cc1 is listed as ERG Ets-DNA blk = 27%; POLK inh = 8%; APE1 inh = -1%; RGS4 inhibitor = -41%; Anesthetic bind = -12%; LDHA inh = 0; 12-LOX inh = -4%; POLB inh = -11%; Pol eta inh = -10%

Screening results from PubChem BioAssay.
